GLD-1 RNA inh = GLD-1/TGE RNA complex disruptors, primary screen, biochemical, fluorescence polarization. purified GLD-1 + fluorescein TGE RNA. Female germline-specific tumor suppressor gld-1 (Caenorhabditis elegans), Q17339. 0.44% of 320,000 active. inhibition, % at 5.96 µM. AID 2280, 2010;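 active means percent inhibition above a per-plate cutoff, the plate mean of test compounds plus 3 SD, cut at about 30% in these data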;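 further: 0% = DMSO wells with GLD-1 and probe and 100% = wells lacking GLD-1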
BCLXL inh = inhibitors of human Bcl-xL, primary screen, biochemical, fluorescence polarization, HTS. GST-Bcl-xL / FITC-Bim BH3 peptide fluorescence polarization. inhibition, % at 10.9 µM. 0.7% of 320,000 active. AID 2129, 2009;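 active means inhibition above the mean of all tested compounds plus 3 SD, cutoff set per campaign, cut at about 30% in these data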;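 further: 0% = DMSO wells and 100% = unlabeled Bim-BH3 peptide competitor; inhibitors lower millipolarization by displacing the labeled peptide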
Fam108B counter = mouse Fam108B serine hydrolase inhibitors, primary screen, counter-screen for RBBP9 inhibitor project, biochemical, fluorescence polarization. AID 1947, 2009. recombinant Fam108B, FP-Rh probe fluorescence polarization. inhibition, % at 9.51 µM. 0.33% of 300,000 active;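 active means inhibition above the screen mean inhibition plus 3 SD, computed separately per campaign, cut at about 18% in these data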;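 further: inhibitors lower polarization as less probe binds the enzyme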
PAD4 inh = human PAD4 inhibitors, primary screen, biochemical, fluorescence polarization, 1536-well format | 0.41% of 330,000 active | AID 485272, 2010 | recombinant PAD4, RCA probe fluorescence polarization | inhibition, % at 6.36 µM;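 active means percent inhibition above a cutoff equal to the mean of all tested compounds plus 3 SD, cut at about 15% in these data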;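 further: 0% = PAD4 with RCA probe and DMSO and 100% = probe without PAD4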
MEX-5 binding = MEX-5 zinc finger RNA-binding disruptors – biochemical, C. elegans, fluorescence polarization, MLPCN library, primary screen | MEX-5/FITC-TCR2 RNA binding; hits give low values | activity score (negative = inhibition of binding), % at 10 µM | 0.38% of 300,000 active | Zinc finger protein mex-5 (Caenorhabditis elegans), Q9XUB2;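 active means inhibition past about -25% in most replicates, and total fluorescence under double the plate's negative control median, limit read from the data; inconclusive means replicates evenly split on the limit, or fluorescence at least double controls; inactive means too little inhibition in most replicates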;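 further: 0% = DMSO and -100% = 5 µM competing unlabeled TCR2 RNA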
PME-1 primary = PME-1 inhibitors via competitive probe labeling, primary screen, biochemical, fluorescence polarization, FP-Rh probe, HTS | recombinant PME-1 | inhibition, % at 5.9 µM | 0.53% of 320,000 active | Protein phosphatase methylesterase 1 (Homo sapiens), Q9Y570;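 active means inhibition above the campaign mean of all compounds plus 3 SD, cut at about 26% in these data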;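 further: competitive labeling of PME-1 active site by serine hydrolase directed probe; 0% = PME-1 with DMSO and 100% = wells lacking PME-1 enzyme; inhibitors block probe labeling so polarization falls and inhibition rises; many of its hits are not listed in these tables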
Target sequence (Q9Y570 whole entry, looked up): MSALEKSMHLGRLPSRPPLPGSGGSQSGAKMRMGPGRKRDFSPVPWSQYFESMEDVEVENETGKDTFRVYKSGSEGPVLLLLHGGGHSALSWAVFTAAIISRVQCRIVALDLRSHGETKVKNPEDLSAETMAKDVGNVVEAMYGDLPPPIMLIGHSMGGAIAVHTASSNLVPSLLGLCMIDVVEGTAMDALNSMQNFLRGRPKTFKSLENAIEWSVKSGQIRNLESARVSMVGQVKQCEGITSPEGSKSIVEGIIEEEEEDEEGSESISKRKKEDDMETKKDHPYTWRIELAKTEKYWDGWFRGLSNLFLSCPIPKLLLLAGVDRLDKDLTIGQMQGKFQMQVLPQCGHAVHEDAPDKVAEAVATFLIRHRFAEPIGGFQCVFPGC
MCL1 BIM primary = inhibitors of MCL1 binding to BIM-BH3, primary screen, biochemical, fluorescence polarization | 0.68% of 320,000 active | AID 2057, 2009 | Induced myeloid leukemia cell differentiation protein Mcl-1 (Homo sapiens), Q07820 | GST-MCL1 / FITC-Bim-BH3 fluorescence polarization | inhibition, % at 10.9 µM;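 active means inhibition above the mean inhibition of all tested compounds plus 3 SD, set per campaign, cut at about 40% in these data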;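 further: 0% = DMSO wells and 100% = unlabeled Bim-BH3 peptide control; higher means more loss of mP so more displacement of Bim peptide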
Target sequence (Q07820 whole entry, looked up): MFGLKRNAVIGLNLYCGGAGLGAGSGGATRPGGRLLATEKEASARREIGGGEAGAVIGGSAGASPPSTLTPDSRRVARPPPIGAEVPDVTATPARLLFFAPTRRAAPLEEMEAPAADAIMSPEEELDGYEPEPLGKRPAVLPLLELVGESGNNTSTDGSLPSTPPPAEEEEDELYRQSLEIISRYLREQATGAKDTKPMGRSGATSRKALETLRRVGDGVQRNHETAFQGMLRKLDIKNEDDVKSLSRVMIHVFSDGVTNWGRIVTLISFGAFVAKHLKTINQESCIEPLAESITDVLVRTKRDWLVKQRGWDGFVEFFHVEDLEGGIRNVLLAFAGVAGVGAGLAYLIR
GSTO1 inh = inhibitors of recombinant GSTO1, primary screen, counter-screen for RBBP9 inhibitor project, biochemical, fluorescence polarization; Glutathione S-transferase omega-1 (Homo sapiens), P78417; activity-based probe fluorescence polarization; inhibition, % at 5.96 µM; 1.1% of 300,000 active; AID 1974, 2009;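 active means inhibition above the campaign mean inhibition plus 3 SD, cut at about 35% in these data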;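 further: 0% = GSTO1-1 with DMSO and 100% = wells lacking GSTO1-1 enzyme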
Target sequence (P78417 whole entry, looked up): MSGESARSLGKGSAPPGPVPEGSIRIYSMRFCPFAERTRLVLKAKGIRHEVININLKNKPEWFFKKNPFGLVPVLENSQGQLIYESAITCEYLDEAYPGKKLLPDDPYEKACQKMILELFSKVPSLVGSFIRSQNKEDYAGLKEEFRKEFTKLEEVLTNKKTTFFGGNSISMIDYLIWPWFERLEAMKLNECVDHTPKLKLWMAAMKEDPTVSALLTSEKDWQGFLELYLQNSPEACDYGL
TPT1 inh = Candida albicans TPT1 enzyme inhibitors, primary screen, biochemical, fluorescence polarization. tRNA 2'-phosphotransferase TPT1 (Candida albicans SC5314). recombinant caTPT1, FP RNA substrate dephosphorylation. inhibition, % at 5 µM. 0.81% of 300,000 active. AID 1962, 2009;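 active means inhibition above the mean of all tested compounds plus 3 SD, set per screening campaign, cut at about 24% in these data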;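 further: plate controls were DMSO alone for no effect and ferristatin control at 100 nM for full effect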
The depositor's hits bear a star; ? = inconclusive; / = no result given. A portion of the library. The share of hits here may be higher or lower than overall.

no. | molecule | GLD-1 RNA inh | PME-1 primary | TPT1 inh | BCLXL inh | MCL1 BIM primary | PAD4 inh | MEX-5 binding | Fam108B counter | GSTO1 inh
1 | Fc1ccc(-c2nnc(N3CCOCC3)c3ccccc23)cc1F | 3.9 | 0.4 | -2.0 | -2.0 | 0.4 | 0.0 | 2.7 | 1.2 | 5.0
2 | COc1ccc2nc3oc(C(=O)Nc4ccc(OC)c(OC)c4)cc3cc2c1 | 1.6 | -17.2 | 3.3 | -2.0 | -6.2 | -6.1 | -0.9 | 6.3 | -7.6
3 | CCOC(=O)/C(=C/c1c2ccccc2cc2ccccc12)NC(=O)c1ccccc1 | -0.1 | -5.6 | -5.2 | 2.9 | 0.9 | -3.5 | 0.7 | -10.9 | 1.1
4 | CCOC(=O)C1(CC2CCCCO2)CCN(C(=O)Nc2ccc(SC)cc2)CC1 (configuration not stated) | -0.9 | 7.9 | 5.4 | -4.8 | -7.9 | 2.8 | -1.9 | -2.8 | 11.9
5 | CCCCN(CCCC)C(=O)c1nsnc1-c1ccccc1O | 7.1 | -0.6 | 2.9 | 3.5 | 3.0 | -1.3 | -0.5 | -2.8 | 6.7
6 | CCN(CCCNC(=O)c1cc2c(-c3cccc(OC)c3)nn(C)c2s1)Cc1ccccc1 | 7.8 | -3.9 | -0.9 | -0.4 | -0.8 | -3.1 | -2.2 | -5.3 | -5.1
7 | NS(=O)(=O)c1ccc(CNC(=O)CSc2ccccc2)cc1 | -6.4 | 1.4 | 1.4 | 1.5 | -1.9 | -9.7 | 0.4 | -0.1 | 1.6
8 | CSCc1cc(N(C)C)nc(SCc2ccc(Cl)c(Cl)c2)n1 | 2.9 | -4.6 | 6.9 | -0.6 | 2.1 | -5.1 | 4.2 | -0.3 | -8.1
9 | O=C(NC(=S)N1CCN(c2ccc([N+](=O)[O-])cc2)CC1)c1ccc(F)cc1 | -4.8 | -1.4 | -6.0 | 2.1 | 4.6 | 4.1 | 1.5 | 4.3 | -14.8
10 | O=C(c1ccc(S(=O)(=O)N2CCCC2)cc1)N1CCCC(C(F)(F)F)C1 (configuration not stated) | 6.1 | -4.6 | 3.6 | 3.0 | -4.0 | -2.0 | 0.5 | 3.3 | -1.9
11 | O=C(NCc1ccccc1)C1CCCN1S(=O)(=O)c1cccc2cccnc12 (configuration not stated) | 1.5 | -2.8 | -2.3 | 5.7 | 5.2 | -1.1 | -2.2 | 2.5 | 9.8
12 | CCCCN(C(=O)c1ccc(NC2CC2)c([N+](=O)[O-])c1)c1c(N)n(CC(C)C)c(=O)[nH]c1=O | 3.5 | -1.3 | / | -3.4 | -0.1 | -1.1 | / | / | /
13 | CC(=O)Nc1cc(N=Cc2ccc(O)cc2O)c(Cl)cc1Cl | 8.9 | 5.1 | -4.2 | 6.8 | 18.8 | -24.2 | -1.6 | 8.4 | 24.5
14 | COc1ccc(C=O)cc1CN1C(=O)c2ccccc2C1=O | -1.9 | -3.4 | -2.1 | 5.5 | 7.3 | 2.5 | 2.1 | 0.7 | 0.2
15 | CCOC(=O)CN1C2=NCCN2c2ccccc21 | 1.7 | 4.4 | 0.7 | 2.1 | 2.0 | 1.6 | -0.3 | 0.8 | -5.5
16 | COc1ccc(CCNC(=O)c2cc3c(=O)n4cccc(C)c4nc3n(CCCN3CCOCC3)c2=N)cc1 | 1.2 | -0.7 | 3.8 | -0.4 | -3.5 | -1.2 | ? | 2.8 | 0.9
17 | COc1cc2c3nnc(-c4ccc(F)cc4)c-3cn(Cc3cccc(F)c3)c2cc1OC | -4.5 | -18.8 | 4.8 | 76.5* | 85.0* | -0.9 | ? | -16.3 | 4.4
18 | Cc1ccc(OCCCC(=O)N2CCOCC2)c(C)c1 | 1.4 | -0.7 | -1.0 | -9.9 | -11.3 | -1.3 | -0.7 | 0.8 | -2.5
19 | O=C(CSc1nc(C2CCCCC2)nc2ccccc12)NCc1ccc2c(c1)OCO2 | 3.1 | -3.6 | -3.0 | 2.0 | 6.7 | -1.5 | 0.3 | -5.7 | 15.8
20 | Cc1cc(S(=O)(=O)N2CCN(Cc3ccccc3)CC2)c(C)s1 | 9.3 | 4.8 | -6.2 | 0.5 | 5.2 | 2.8 | 1.5 | 1.1 | 5.2
21 | CN1CCN(C(=O)CCN2C(=O)/C(=C/c3cccc(Br)c3)SC2=S)CC1 | 7.1 | -22.4 | -2.6 | 5.9 | 6.0 | -55.8 | 0.1 | -4.0 | -3.6
22 | NS(=O)(=O)c1ccc(NC(=O)Nc2cccc(Cl)c2)cc1 | 3.8 | -26.9 | -4.3 | 7.8 | 6.7 | -2.9 | 0.9 | -5.2 | -23.6
23 | Cc1cc(=O)n2[nH]c(SCc3ccc(Cl)cc3)nc2n1 | 6.1 | -3.6 | -1.1 | 6.5 | 5.8 | -0.8 | 0.8 | -0.6 | -11.8
24 | O=C(COc1cccnc1[N+](=O)[O-])Nc1cccc2ccccc12 | 7.0 | -0.8 | / | -2.4 | -0.2 | -2.0 | / | / | /
25 | CCOC(=O)C(=Cc1ccc(-n2cncn2)cc1)C(=O)OCC | -0.7 | 0.3 | -2.6 | 2.5 | 0.3 | -1.1 | 1.2 | -2.1 | 0.2
26 | COc1ccc(C2(C(=O)Nc3ccc(C(=O)O)cc3)CCOCC2)cc1 | 4.2 | 1.3 | -2.6 | 6.2 | -1.7 | -1.3 | -0.4 | -0.3 | -1.1
27 | COc1ccccc1OCC#CCSc1ncccn1 | 8.6 | -2.2 | 0.8 | 11.9 | -0.1 | -0.4 | 0.5 | 0.6 | -4.6
28 | C[C@]12CC[C@@H]3c4ccc(O)cc4CC[C@H]3[C@@H]1C[C@@H](O)[C@@H]2O | 4.3 | -3.8 | -0.8 | -2.2 | -1.2 | -8.7 | 3.2 | -6.7 | -2.1
29 | Cc1cc(C)c(NC(=O)CNC(=O)Cc2sc(C)nc2-c2ccc(F)cc2)c(C)c1 | 7.1 | 3.0 | -4.3 | 8.8 | 6.2 | -3.7 | 0.1 | 4.4 | 9.1
30 | Cc1ncc(C(=O)O)c(C(=O)O)c1N | -5.7 | -1.0 | -7.6 | 2.1 | 2.8 | 1.5 | 0.6 | -4.1 | 1.6
31 | COc1ccccc1-c1noc(Cn2cc(S(=O)(=O)N3CCCC3)ccc2=O)n1 | -2.9 | 0.1 | / | -8.4 | -13.3 | -8.6 | / | / | /
32 | CC(C)OCCCN1CC(=O)N2[C@@H](Cc3c([nH]c4ccccc34)C2(C)C)C1=O | 3.5 | 2.4 | -3.9 | 11.8 | 5.0 | -0.1 | -1.8 | -0.3 | -5.7
33 | O=C(CCC(=O)N1CCN(S(=O)(=O)c2ccc(Cl)cc2)CC1)NCc1ccccc1 | 0.3 | 1.8 | 0.1 | -1.7 | 3.8 | 5.6 | -1.5 | 2.2 | 2.8
34 | O=C(CSc1ncccc1-c1nc2ccccc2[nH]1)NCc1ccco1 | 9.8 | -1.8 | 4.7 | 0.5 | 18.0 | -1.6 | -2.6 | -4.5 | -6.0
35 | O=C(COC(=O)/C=C/c1ccccc1Cl)NC(=O)Cc1ccccc1 | 8.8 | -2.4 | -0.9 | 3.8 | -2.1 | 6.4 | -1.8 | 2.1 | 4.1
36 | O=C(COC(=O)C1CCC(=O)N1)Nc1ccccc1Br (configuration not stated) | 2.3 | -0.4 | -1.8 | -0.4 | -6.3 | -0.9 | 3.7 | 2.6 | 11.1
37 | O=C(CSc1ncnc2c1oc1ccccc12)NC1CCCCC1 | 7.5 | -0.1 | 1.9 | 2.1 | -4.5 | -0.1 | 0.5 | -1.1 | 4.1
38 | CC(/C=N/n1cnnc1)=C\c1ccco1 | 9.2 | -3.7 | -2.2 | 14.5 | 13.1 | 2.5 | -0.4 | 2.7 | 3.4
39 | CCN(CC)S(=O)(=O)c1cccc(NC(=O)c2ccc(-n3nc(C)cc3C)cc2)c1 | -4.0 | -1.2 | -0.8 | 5.8 | 2.5 | -3.5 | 0.5 | 0.2 | -8.0
40 | Cc1cccc(-c2nc3c(c(SCC(=O)N4CCOCC4)n2)Cc2c(CO)cnc(C)c2O3)c1 | 8.2 | -17.6 | -3.5 | 10.6 | 10.1 | 0.0 | -2.5 | -5.4 | 7.4
41 | Cn1c(SCc2ccccc2[N+](=O)[O-])nnc1-c1cccnc1 | -0.5 | -4.6 | 0.2 | 3.9 | 0.4 | -1.5 | 0.5 | 1.4 | -0.5
42 | COc1ccc(-n2nnnc2S(=O)(=O)CC(=O)N2CCCCC2)cc1 | 6.5 | -1.6 | -1.7 | 6.6 | 6.7 | -1.9 | / | -2.3 | 1.1
43 | O=C(NCCCn1ccnc1)/C(=C\c1cccs1)NC(=O)c1ccco1 | 4.1 | -3.1 | -3.9 | 3.6 | 6.4 | -0.1 | 1.0 | 3.9 | -0.6
44 | CN(C)/C=C(\C(=O)c1ccc(Cl)cc1)c1nnnn1-c1ccc(Cl)cc1 | -6.3 | -2.1 | 3.2 | 2.6 | 3.4 | -2.8 | 0.0 | 1.8 | -25.1
45 | CCOc1cc(/C=C2\SC(N)=NC2=O)ccc1O | -56.6 | -9.3 | 10.1 | -10.3 | -11.2 | -1.3 | 26.5 | -3.6 | 10.7
46 | C/C(=N/OCC(=O)NCCCCCCNC(=O)CO/N=C(/C)c1cccs1)c1cccs1 | -0.7 | 6.2 | -2.2 | 3.3 | 12.0 | -0.7 | -2.2 | -1.0 | 2.2
47 | O=C(Nc1ccon1)Nc1ccc(Cl)cc1Cl | 4.8 | 4.7 | -2.0 | 3.1 | 2.4 | 2.1 | -2.0 | -1.5 | -7.8
48 | CCOC(=O)CCc1c(C)c2ccc(OC(C)C(=O)OCC)c(C)c2oc1=O (configuration not stated) | 2.0 | -3.4 | -1.8 | 4.3 | -3.4 | 3.9 | 0.5 | 7.8 | -0.2
49 | O=C(CSC1=NCCS1)NC1CCCCC1 | 2.5 | -5.4 | -9.1 | -13.7 | -20.1 | 5.1 | 0.7 | 0.8 | -12.2
50 | Cc1ccc(C(=O)Nc2ncc(C)s2)s1 | 0.2 | 4.9 | 0.9 | 1.3 | 2.5 | 2.5 | 1.9 | -2.5 | 3.1
51 | CCc1c(C#N)c(=O)[nH]c(=O)n1-c1ccccc1 | -0.4 | 2.6 | -0.4 | -0.6 | 1.3 | 0.6 | 0.0 | -2.0 | -1.5

Limited to BCLXL inh, Fam108B counter and PAD4 inh, for some of the entries so far:
# | SMILES | BCLXL inh | Fam108B counter | PAD4 inh
35 | O=C(COC(=O)/C=C/c1ccccc1Cl)NC(=O)Cc1ccccc1 | 3.8 | 2.1 | 6.4
36 | O=C(COC(=O)C1CCC(=O)N1)Nc1ccccc1Br (configuration not stated) | -0.4 | 2.6 | -0.9

Source: PubChem (several laboratories)
